Assay outcomes (PubChem BioAssay)
S100A4 MyoIIA – inhibitors of human S100A4 binding to myosin IIA peptide. P26447. actives 0.14% (n = 360,000). S100A4/TAMRA-MyoIIA peptide fluorescence polarization. inhibition, % at 10.7 µM;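 active = mean inhibition of at least 70% across replicates, with every replicate also reaching that level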
Target sequence (P26447 whole entry, looked up): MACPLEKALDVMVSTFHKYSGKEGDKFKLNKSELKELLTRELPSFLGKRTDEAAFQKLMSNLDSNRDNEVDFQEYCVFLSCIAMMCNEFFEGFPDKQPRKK
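Material: S100A4 monomer protein / Buffer or medium: 50 mM HEPES pH 7.2, 10 mM CaCl2, 100 mM KCl / Times: 5 min incubation before reading / Benchmarks: neutral control DMSO, positive control TFP / Reagent: labelled myosin peptide probe, 5 nM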
SIRT5 inh – blocks human SIRT5 desuccinylation of peptide | Q9NXA8 | Purified SirT5, succinyl-peptide AMC, trypsin-coupled fluorescence | inhibition, % at 15 µM | actives 1.1% (n = 330,000) | AID 652115; in the data active = inhibition above about 15%
Target sequence (Q9NXA8 whole entry, looked up): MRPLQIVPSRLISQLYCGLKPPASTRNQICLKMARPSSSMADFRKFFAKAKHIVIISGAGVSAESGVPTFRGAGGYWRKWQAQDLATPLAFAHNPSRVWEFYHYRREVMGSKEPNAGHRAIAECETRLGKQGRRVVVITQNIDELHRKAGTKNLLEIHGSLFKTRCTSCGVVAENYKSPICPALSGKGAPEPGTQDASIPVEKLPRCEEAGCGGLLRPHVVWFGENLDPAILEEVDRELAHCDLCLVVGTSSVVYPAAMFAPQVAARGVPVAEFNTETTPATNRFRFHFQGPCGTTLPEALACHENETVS
ERAP1 HTS inh – ERAP1 (human) enzyme inhibition; Q9NZ08; recombinant ERAP1, Leu-AMC fluorescence, 60 min; actives 0.15% (n = 340,000); inhibition, % at 10.7 µM;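 active = mean replicate inhibition of at least 30%, or all replicates individually reaching that 30% level; inactive = mean below 30% and not every replicate reaching it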;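 also: 0% = neutral control wells and 100% = L-leucinethiol positive control wells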
Xi reactivation – activators of X-chromosome reactivation in mouse fibroblasts; actives 0.055% (n = 360,000); XiGFP mouse fibroblasts, % GFP-positive cells imaging, 3 d; cells co-treated with 5-aza-dC sensitizer; scaled so ellipticine positive control = 100%; activation, % at 7.58 µM;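 active = mean normalized replicate activation at least 10% and every replicate at or above 10%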;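 also: 0% = median of on-plate neutral control wells and 100% = ellipticine 6 µM median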
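Assay system: SV40-immortalized XiGFP fibroblast cells, line 68-5-11; buffer or medium: DMEM plus 5-aza-dC sensitizer; compound: one concentration, pinned; timing: compounds 3 days, fix/stain 15 min at room temperature; benchmarks: positive control ellipticine, 6 µM final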
C2C12 statin – suppressors of simvastatin-induced myotoxicity in C2C12 myotubes; ATP luminescence, 48 h; scaled: DMSO 0, geranylgeraniol control 100; rescue of ATP level, % at 7.49 µM; actives 0.78% (n = 330,000);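 active = mean ATP rescue above about 67%, or every replicate alone reaching that limit, limit read from the data, passing the limit was not always enough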;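 also: myotubes were challenged with 10 µM simvastatin during compound exposure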
PGC1a acetyl inh – lowers PGC1a acetylation signal in U2OS cells; actives 0.17% (n = 350,000); AID 651687; AlphaScreen anti-acetyl-lysine; with virally co-expressed GCN5 acetyltransferase; inhibition, % at 15.6 µM;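 active = every replicate shows inhibition of at least 40%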;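 also: 0% = neutral control wells and 100% = positive control wells; some results beyond the cut were filed as inactive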
LGR2 inh – Drosophila LGR2 receptor signaling inhibition | HEK293 LGR2, CRE-luciferase, bursicon-stimulated, 4 h | inhibition, % at 9.99 µM | actives 0.35% (n = 380,000) | AID 720647;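 active = drop in luminescence signal, shown as inhibition above about 50% in the replicate tests, limit read from the data, passing the limit was not always enough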;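 also: agonist challenge used bursicon conditioned medium at about half maximal strength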
Cneo AK release – causes C. neoformans cell lysis. adenylate kinase release luminescence, 4 h; normalised: neutral wells 0, clomiphene wells 100. lysis activity, % at 15 µM. actives 0.2% (n = 360,000);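 active = mean lysis activity across replicates of at least 80%, whatever share of replicates individually reach that level; inactive = mean lysis activity below 80%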
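Assay system: C. neoformans cells. Amount: yeast cell density of 5 × 10^6 cells/mL. Technique: AK luminescence. Buffer or medium: YPD. Times: static 4 h at 37 °C with compound, 1 h detection. Dosing: single-point compound dose. Read-out: lysis from increased AK signal.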
Numbers without * were called inactive; / = no result given; & = joins results of further samples. This is a subset; count on the stated rates, not on these rows.

SMILES	S100A4 MyoIIA	SIRT5 inh	ERAP1 HTS inh	Xi reactivation	C2C12 statin	PGC1a acetyl inh	LGR2 inh	Cneo AK release
CCCNC(=O)[C@@H]1[C@@H](CO)[C@@H]2Cn3c(ccc(-c4ccccc4OC)c3=O)[C@H]1N2C(=O)NCCC	3	-24	-1	0.0	-16	/	-14	-7
O=C(COC(=O)c1ccc(S(=O)(=O)N2CCCC2)cc1)Nc1ccccc1Cl	-7	-1	0	0.3	14	18	-2	9
Cc1ccc(S(=O)(=O)CCC(=O)OCC(=O)NCCc2ccccc2)cc1	-3	-6	0	0.0	12	-1	-17	0
CN1C(N)=NC(=O)/C1=C\c1ccc(Br)cc1	-5	0	2	0.0	1	9	-16	0
COc1ccc(OC2OC3COC(c4ccco4)OC3C(O)C2NC(C)=O)cc1 (centres undefined)	-9	-3	2	0.0	/	/	5	/
O=C(NC(=S)N1CCCC(O)C1)c1ccco1 (centres undefined)	12	-1	-1	-0.1	1	-8	13	1
Nc1cccc(C#Cc2ccc3c(c2)C(=O)/C(=C/c2ccsc2)O3)c1	-1	/	0	0.3	28	/	8	4
CN(C)C(=O)C[C@@H]1C[C@H]2c3cc(NC(=O)NC4CCCCC4)ccc3O[C@H]2[C@@H](CO)O1	-31	-2	0	0.2	4	1	3	-1
COc1ccc(NC(=O)NN2CCOCC2)cc1OC	5	-1	-1	0.6	/	/	-14	4
O=C(CSc1ncn[nH]1)NCc1ccccc1Cl	2	1	2	0.3	3	-8	-5	2
COc1ccccc1N(CC(=O)Nc1ccccc1C(=O)N1CCOCC1)S(C)(=O)=O	3	-2	0	0.0	6	/	0	0
C=CCC[C@@H](Cc1ccc(F)cc1)C(=O)OC[C@H](Cc1c[nH]c2ccccc12)NC(=O)[C@H](CC=C)CC(=O)NCCO	6	/	-1	0.0	-5	5	18	0
O=C(Nc1cccnc1)c1ccccc1Cl	2	-2	-1	0.4	-2	4	0	-3
O=C(NCc1ccco1)Nc1cccc2ccccc12	0	-7	-9	0.0	0	6	-10	0
COc1ccc(S(=O)(=O)N(C)C[C@H]2Oc3c(NC(=O)c4cnccn4)cccc3C(=O)N([C@@H](C)CO)C[C@H]2C)cc1	-56	2	2	-0.1	22	-10	1	-1
CCCNC(=O)Nc1ccc2c(c1)C(=O)N(C)C[C@@H](OC)[C@@H](C)CN(CCC(F)(F)F)[C@H](C)CO2	/	/	/	0.4	4	-2	6	/
O=C1NN(c2ccc(F)cc2)C(=O)/C1=C\c1cnn(-c2ccccc2)c1	2	-1	0	0.1	/	/	9	/
COC(=O)/C=C/c1ccsc1NC(C)=O	0	-6	-2	0.2	/	/	3	/
CC1(C)C(=O)OC(/C=C\c2ccccc2)C(C)(C)C1=O (centres undefined)	-3	-6	0	0.0	5	-20	12	-1
COc1cccc(S(=O)(=O)N2CC[C@@H]3[C@H]2c2cc(Br)ccc2N[C@@H]3CO)c1	/	/	/	0.0	28	15	4	-6
C[C@H](CO)N1C[C@H](C)[C@@H](CN(C)C(=O)Nc2ccccc2)Oc2ncc(-c3ccccc3)cc2C1=O	/	/	/	-0.1	4	-3	8	1
O=C(CSc1nc2ccccc2[nH]1)NCCc1ccc(Cl)cc1	/	/	/	-0.1	/	-24	-6	-4
CC1(C)Cc2cccc(OCC(=O)OCc3nnc(-c4ccccc4)o3)c2O1	10	-1	-2	0.0	-2	/	5	2
COc1cccc(NC(=O)Nc2ccc3c(c2)nc(C)n3C)c1	-2	2	-2	-0.1	-28	19	-8	/
Cc1oc2c(CN3CCCC3)c(O)ccc2c(=O)c1-c1ccccc1	4	-14	2	/	/	-11	-3	4

Two entries drawn at random from those above, as already listed:
SMILES	S100A4 MyoIIA	SIRT5 inh	ERAP1 HTS inh	Xi reactivation	C2C12 statin	PGC1a acetyl inh	LGR2 inh	Cneo AK release
COc1ccc(OC2OC3COC(c4ccco4)OC3C(O)C2NC(C)=O)cc1 (centres undefined)	-9	-3	2	0.0	/	/	5	/
COc1cccc(S(=O)(=O)N2CC[C@@H]3[C@H]2c2cc(Br)ccc2N[C@@H]3CO)c1	/	/	/	0.0	28	15	4	-6

Additional structures follow:
SMILES	S100A4 MyoIIA	SIRT5 inh	ERAP1 HTS inh	Xi reactivation	C2C12 statin	PGC1a acetyl inh	LGR2 inh	Cneo AK release
CCOc1ccc(/C=N/n2nnnc2N)cc1O	9	-2	2	0.2	-12	-3	5	3
Cc1ccc2c(c1)N(CC(=O)NC1CCCCCC1)C(=O)c1cccnc1O2	2	1	3	0.1	3	2	10	2
CC1(C)Cc2c(ccc3ccccc23)/C(=C/C#N)N1	/	/	/	/	-5	1	-2	3
COc1ccc(N2CCN(C(=O)C3CCCN(c4ncnc5c4nc4n5CCCCC4)C3)CC2)cc1 (centres undefined)	9	1	2	0.0	-2	-14	/	-3
CCC(=O)N1CC2(C1)[C@@H](c1ccccc1)[C@H](CO)N2CC1CCOCC1	-8	1	-5	0.1	/	/	6	/
CCOc1ccc(NC(=O)Nc2cc(OCC(F)(F)F)cc(OCC(F)(F)F)c2)cc1	0	-3	0	0.2	/	/	24	/
COc1cc(CCC(=O)N2CCN(c3ccccc3)CC2)cc(OC)c1OC	4	29*	3	0.0	-33	/	2	-2
COc1cccc(CN2CC(C(=O)N3CCCC3)CCC2=O)c1 (centres undefined)	-4	0	1	0.0	12	1	19	2
O=C(N[C@@H]1CC[C@H](CCNS(=O)(=O)c2ccc(F)cc2)O[C@H]1CO)C1CCC1	-3	-5	-1	0.1	-1	1	15	3
O=C(C[C@H]1CC[C@H]2[C@@H](COC[C@@H](O)CN2C(=O)c2ccccc2F)O1)N1CCOCC1	3	0	-4	0.1	4	-3	-13	1
C[C@@H]1CN([C@H](C)CO)C(=O)c2cc(NC(=O)C3CCCCC3)ccc2O[C@@H]1CN(C)Cc1ccc(C(=O)Nc2ccccc2N)cc1	0	1	-2	0.5	/	6	-17	48
Cc1cccc(C)c1OCc1cc(C(=O)N2CCN3CCCC3C2)no1 (centres undefined)	3	0	-2	-0.1	-7	/	-8	-5
CC(O)(CC(=O)CC(=O)c1ccccc1)c1ccccc1 (centres undefined)	-3	-3	4	0.0	-4	-1	31	/
Cc1cc(NC(=O)NC2(C(F)(F)F)Oc3ccc(Cl)cc3O2)no1 (centres undefined)	6	-1	1	/	-47	10	-1	-3
Cn1nc(C(=O)NCc2ccc(Cl)cc2)c2c1-c1ccccc1S(=O)(=O)C2	2	1	-1	0.0	-6	/	19	-4
COc1ccc(CN2CCC(C(=O)c3ccc(F)cc3)CC2)cc1	5	0	0	0.0	-9	/	-2	-1
C[C@@H]1CCCCO[C@H](CN(C)S(=O)(=O)c2ccc(Cl)cc2)[C@@H](C)CN([C@@H](C)CO)C(=O)c2cc(NC(=O)c3ccccc3)ccc2O1	10	-2	2	0.1	/	4	20	0
CCCN1C[C@@H](C)[C@H](OC)CN(C)C(=O)c2cc(NC(=O)c3ccccc3)ccc2OC[C@@H]1C	10	-1	1	-0.3	9	1	7	-9
COc1ccc2cc3cc(C(=O)N4CCCC(C)C4)oc3nc2c1 (centres undefined)	1	-4	3	0.2	-37	10	-55	-3
CC(C)c1cn(CC[C@@H]2CC[C@@H](NC(=O)C3CCCCC3)[C@@H](CO)O2)nn1	5&-2	-3&-2	-1&-2	0.0&0.3	3	3	6&8	-5
CC(C)NC(=O)Nc1cccc2c1O[C@@H](CN(C)S(=O)(=O)c1cn(C)cn1)[C@H](C)CN([C@H](C)CO)C2=O	-7	-2	0	0.0	/	2	7	6
C[C@@H]1CN([C@@H](C)CO)C(=O)c2cc(NC(=O)Cc3ccccc3)ccc2O[C@H]1CN(C)C(=O)NC1CCCCC1	14	-3	5	-0.7	-6	-13	7	-2
O=C(c1ccccc1)c1ccc(C(=O)N2CCN(c3ccccc3)CC2)cc1	7	2	1	0.4	6	/	-2	2
CCCC(=O)Nc1ccc2c(c1)OC[C@@H](C)N(Cc1cc(-c3ccccc3)on1)C[C@@H](C)[C@H](OC)CN(C)C2=O	-3	1	-1	-0.1	12	-9	8	-1
CC(C)c1ccc(NC(=O)COC(=O)[C@@H]2CCCN2C(=O)c2cccs2)cc1	4	-2	-3	4.8	11	7	1	0

(further entries)
SMILES	S100A4 MyoIIA	SIRT5 inh	ERAP1 HTS inh	Xi reactivation	C2C12 statin	PGC1a acetyl inh	LGR2 inh	Cneo AK release
Cc1noc(C)c1S(=O)(=O)Nc1ccc2c(c1)C(=O)N([C@@H](C)CO)C[C@H](C)[C@H](CN(C)C(=O)Cc1ccccc1)OCCCC[C@H](C)O2	6	0	0	-0.1	6	10	18	0
CO[C@@H]1CN(C)C(=O)c2cc(NS(=O)(=O)c3ccc(C)cc3)ccc2OC[C@@H](C)N(C(=O)NC(C)C)C[C@H]1C	-5	1	2	0.0	-6	-3	19	-2
N#Cc1ccc(/C=C2\CCCCn3c2nc2cc(C(=O)O)ccc2c3=O)cc1	-2	0	3	0.0	4	/	-6	0
C/C(=N\Nc1nccnc1Cl)c1ccc(O)c(C)c1	-2	3	-1	0.0	21	4	-22	0
Cc1cc(NC(=O)C(C)SCC(=O)NCc2ccc(F)cc2)no1 (centres undefined)	1	0	-9	-0.1	-3	-14	-10	-1
COc1ccc2oc(=O)c(C(=O)Nc3ccccc3O)cc2c1	-12	-1	/	/	4	-11	17	/
CCc1c(C)[nH]n(-c2nc(-c3cccc([N+](=O)[O-])c3)cs2)c1=O	-10	-5	0	0.0	/	3	-29	0
Cc1c(S(=O)(=O)N2CCN(c3ccc(F)cc3)CC2)c(=O)n(C)c(=O)n1C	-1	-1	4	0.3	-5	/	-8	1
C/C(=N\N1CCN(Cc2ccccc2Cl)CC1)c1ccc(F)cc1	-5	-3	-1	0.3	/	-2	-10	-2
O=C(NCC(=O)N(c1ccccc1)C(C(=O)NCC1CCCO1)c1ccccc1)c1cccs1 (centres undefined)	-3	-18	-5	0.0	-12	/	1	0
Cc1nnc(NC(=O)c2ccc(S(=O)(=O)N3CC(C)OC(C)C3)cc2)o1 (centres undefined)	-3	-5	-2	0.3	-3	/	-4	-1
C[C@@H]1CCCCO[C@H](CN(C)C(=O)C2CCCCC2)[C@@H](C)CN([C@@H](C)CO)C(=O)c2cc(N(C)C)ccc2O1	/	/	/	0.0	24	-11	1	/
CCCNC(=O)N[C@H]1CC[C@@H](CC(=O)NC2CCCCC2)O[C@@H]1CO	4	4	0	-0.1	4	3	1	-2
Cn1c(SCC(=O)N2c3ccccc3CCc3ccccc32)nnc1-c1cc2ccccc2cc1O	1	-3	3	0.0	/	/	15	/
CN(C)S(=O)(=O)c1ccc(NC(=O)CN2CCCC2c2ccc3c(c2)OCCCO3)cc1 (centres undefined)	-6	0	-1	-0.1	1	-22	-5	-1
C=CCNC(=O)CN(c1ccc(F)c(Cl)c1)S(C)(=O)=O	-1	-3	-2	/	4	-2	-2	9

As a working copy, some entries already given:
SMILES	S100A4 MyoIIA	SIRT5 inh	ERAP1 HTS inh	Xi reactivation	C2C12 statin	PGC1a acetyl inh	LGR2 inh	Cneo AK release
CN(C)S(=O)(=O)c1ccc(NC(=O)CN2CCCC2c2ccc3c(c2)OCCCO3)cc1 (centres undefined)	-6	0	-1	-0.1	1	-22	-5	-1
C=CCNC(=O)CN(c1ccc(F)c(Cl)c1)S(C)(=O)=O	-1	-3	-2	/	4	-2	-2	9
